FXIIa mix inh: human factor XIIa inhibitors, primary screen, biochemical, pooled compound mixtures, fluorogenic substrate | purified FXIIa | inhibition, % at 5 µM | 0.2% of 62,000 active;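 further: 0% = enzyme without compound and 100% = no enzyme blank; some results filed as inactive read as strong as hits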
Target sequence (P00748 20-372 limits assumed): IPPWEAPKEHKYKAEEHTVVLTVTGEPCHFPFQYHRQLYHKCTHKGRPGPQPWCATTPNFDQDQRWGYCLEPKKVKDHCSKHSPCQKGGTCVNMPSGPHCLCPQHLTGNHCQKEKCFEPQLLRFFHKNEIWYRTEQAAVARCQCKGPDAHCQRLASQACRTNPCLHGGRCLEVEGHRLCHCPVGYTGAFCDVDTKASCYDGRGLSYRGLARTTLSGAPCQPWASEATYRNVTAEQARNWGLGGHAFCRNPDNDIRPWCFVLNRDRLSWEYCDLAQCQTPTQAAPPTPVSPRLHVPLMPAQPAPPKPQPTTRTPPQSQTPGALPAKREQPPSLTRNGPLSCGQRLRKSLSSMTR
Target sequence (P00748 373-615 limits assumed): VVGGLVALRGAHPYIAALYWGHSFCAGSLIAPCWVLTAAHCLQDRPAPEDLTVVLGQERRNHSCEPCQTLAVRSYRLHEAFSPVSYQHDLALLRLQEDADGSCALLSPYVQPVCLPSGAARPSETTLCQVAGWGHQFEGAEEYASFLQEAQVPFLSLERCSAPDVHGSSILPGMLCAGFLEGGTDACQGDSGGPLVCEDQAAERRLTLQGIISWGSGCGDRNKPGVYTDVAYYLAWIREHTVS
CatL block: inhibitors of human cathepsin L, biochemical | purified cathepsin L, fluorogenic substrate, fluorescence | Procathepsin L (Homo sapiens), P07711 | inhibition, %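 (tested at 10 µM)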 | 0.17% of 58,000 active; in the data active means inhibition above about 45%;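 further: 0% = enzyme with no compound and 100% = no enzyme blank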
Target sequence (P07711 114-288 limits assumed): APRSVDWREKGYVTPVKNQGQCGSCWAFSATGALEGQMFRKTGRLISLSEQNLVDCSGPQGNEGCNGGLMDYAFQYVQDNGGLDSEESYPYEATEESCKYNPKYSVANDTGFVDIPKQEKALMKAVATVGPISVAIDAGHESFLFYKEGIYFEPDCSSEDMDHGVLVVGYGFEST
Target sequence (P07711 292-333 limits assumed): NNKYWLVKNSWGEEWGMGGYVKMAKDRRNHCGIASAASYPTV
C1s block: complement C1s protease inhibitors, primary screen, biochemical, 10-compound mixtures. 0.16% of 62,000 active. AID 538, 2006. Complement C1s subcomponent (Homo sapiens), P09871. purified C1s, fluorogenic AMC substrate, pooled mixtures. mean inhibition % of two 10-compound mixtures (hits give high values), % at 5 µM (by protocol);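 active means inhibition above 20% in each of the two 10-compound mixture wells holding the compound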;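 further: 0% = enzyme wells lacking compound mixture and 100% = no-enzyme blank wells; some compounds called inactive have numbers as strong as hits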
CatS inh: inhibitors of human cathepsin S, biochemical, compound mixtures. P25774. recombinant cathepsin S, AMC dipeptide fluorescence, pooled mixtures. inhibition, %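 (tested at 5 µM per compound within 10-compound mixtures)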. 0.06% of 62,000 active; in the data active means inhibition above about 32%, passing the limit was not always enough;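 further: 0% = enzyme without compound and 100% = blank without enzyme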
ROCK2 blocker: inhibitors of human ROCK2 kinase, primary screen, biochemical, high-throughput, luminescence; Rho-associated protein kinase 2 (Homo sapiens), O75116; 0.35% of 60,000 active; inhibition, % at 6 µM; purified ROCK2, Kinase-Glo ATP depletion luminescence;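 active means inhibition above the screen-wide mean inhibition plus 3 SD, cut at about 18% in these data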;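 further: plate controls were DMSO wells for no effect and Y-27632 control wells after no-enzyme background subtraction for full effect; many of its hits are not listed in these tables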
FXIa inh mix: FXIa protease inhibitors in compound pools, primary screen, biochemical, 10-compound mixtures; purified FXIa, fluorogenic substrate, pooled mixtures; inhibition, % at 5 µM; 0.19% of 62,000 active; AID 680, 2007;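 further: each value is inhibition by a whole ten-compound pool holding the compound; 0% = enzyme with no mixture and 100% = wells lacking enzyme; strong numbers were not always called active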
PKA inh: inhibitors of human PKA kinase activity, primary screen, biochemical, ATP-depletion luminescence, Kemptide substrate; cAMP-dependent protein kinase catalytic subunit alpha (Homo sapiens), P17612; PKA Kemptide phosphorylation, Kinase-Glo ATP luminescence; inhibition, % at 6 µM; 0.1% of 65,000 active;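 active means inhibition above the screen-wide mean inhibition plus 3 SD, cut at about 21% in these data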; further: many of its hits are not listed in these tables
JNK3 blocker: JNK3 kinase activity inhibitors, primary screen, biochemical, human, purified enzyme. HTS. 0.61% of 60,000 active. AID 746, 2007. Mitogen-activated protein kinase 10 (Homo sapiens), P53779. inhibition, % at 8 µM; in the data active means inhibition above about 17%;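 further: 0% = DMSO and 100% = reference inhibitor; many of its hits are not listed in these tables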
Cathepsin G inh: human cathepsin G inhibitors, primary screen, biochemical, pooled compound mixtures, AMC fluorescence; P08311; 0.2% of 62,000 active; inhibition, % at 5 µM (by protocol); purified enzyme, AMC-tetrapeptide fluorescence; AID 581, 2007;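 active means inhibition above 20% in each of the two mixture wells holding the compound; inactive means inhibition of 20% or less in either well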;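 further: 0% = enzyme control without mixture and 100% = blank lacking enzyme; strong numbers were not always called active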
Target sequence (P08311 21-244 limits assumed): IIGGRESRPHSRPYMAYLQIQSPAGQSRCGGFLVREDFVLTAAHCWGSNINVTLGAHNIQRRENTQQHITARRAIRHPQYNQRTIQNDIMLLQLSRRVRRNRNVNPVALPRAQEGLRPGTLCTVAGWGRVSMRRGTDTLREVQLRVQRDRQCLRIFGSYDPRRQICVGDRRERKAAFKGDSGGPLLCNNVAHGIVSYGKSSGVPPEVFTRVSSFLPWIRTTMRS
Active calls of the source: *; / = no result given. Unless noted, no stated cut-off is given here; in the data, active means inhibition above about 20% (passing the limit was not always enough); inactive means the rest.

SMILES	FXIIa mix inh	CatL block	C1s block	CatS inh	ROCK2 blocker	FXIa inh mix	PKA inh	JNK3 blocker	Cathepsin G inh
Cn1nc(C(C)(C)C)cc1C(=O)Nc1nc2c(s1)C(=O)CC(C)(C)C2	3	9	-10	1	2	-2	7	-1	5
O=S(=O)(c1ccc(N2CCN(c3ccc(F)cc3)CC2)cc1)N1CCCC1	10	22	39	-2	/	1	-2	/	6
O=C(O)CCc1cc(I)c(Oc2ccc(O)c(I)c2)c(I)c1	3	16	14	5	10	7	6	-1	10
CCCNC(=O)NS(=O)(=O)c1ccc(Cl)cc1	-21	19	2	-6	5	1	2	-4	-7
COCC(C)n1c(C)cc(C(=O)COC(=O)c2ccc(N3CCCC3=O)cc2)c1C (centres undefined)	2	16	-33	13	2	4	6	3	-5
CC(=O)NCCc1ccc(S(=O)(=O)Nc2cccnc2)cc1	0	-1	8	-1	7	2	10	-5	22
CCn1c(SCc2nc3ccccc3s2)nc2cc(S(=O)(=O)N3CCOCC3)ccc21	4	5	-46	-4	4	-11	5	-5	4
Cc1ccc(CCNC(=O)C2CCCN(S(=O)(=O)c3c(C)noc3C)C2)cc1 (centres undefined)	3	13	-41	2	6	-2	10	2	19
C(=C\c1ccccc1)/CSc1nnc(-c2ccncc2)n1Cc1ccco1	5	38	14	12	1	37	3	1	13
Cc1ccccc1-n1nnnc1SC1CCOC1=O (centres undefined)	5	5	-6	3	4	2	6	0	-3
COc1cccc(-c2nc(CS(=O)(=O)CC(=O)N3CCN(c4ccccn4)CC3)c(C)o2)c1	5	5	3	13	5	-2	11	-2	11
Cc1c(CN(C)CCc2ccccc2)c(=O)n(-c2ccccc2)n1C	5	/	13	14	2	3	8	-2	12
Cn1c2ccccc2c2c(C(=O)N3CCN(c4ccccc4)CC3)cn(C3CCCC3)c(=O)c21	5	/	11	12	/	5	9	/	10
CCOc1ccc2[nH]c(=O)c(CN(CCCO)C(C)=O)cc2c1	-4	/	-5	5	-4	-10	4	0	7
Cn1c(=O)c2c(-c3ccccc3)n(CCCN3CCOCC3)cc2n(C)c1=O	1	4	-12	13	-1	6	8	-4	-10
CCc1ccc2c(COn3nnc4ccc(S(=O)(=O)N(C)C)cc43)cc(=O)oc2c1	1	2	2	-2	6	1	4	-4	8
COCc1cc(=O)n2[nH]c(SC)nc2n1	10	-3	6	-8	6	2	1	2	5
CCN(CC)S(=O)(=O)c1cccc(C(=O)Nc2ccc(C#N)cc2)c1	-23	7	4	4	8	2	9	-9	1
COc1ccc(-c2nc(-c3ccc(Br)cc3)no2)c(OC)c1	7	/	13	1	10	6	8	4	10
Cc1cc(C)c(C#N)c(SCc2ccc3c(c2)OCO3)n1	5	-15	-4	4	4	-3	7	-3	8
O=C(CSc1nnc(-c2ccc(Cl)s2)o1)N1CCc2ccccc21	8	-6	-4	-1	4	0	4	-6	-3
Cc1cccc2sc(NC(=O)c3ccc(Cl)s3)nc12	-2	11	7	7	6	4	9	-6	5
O=C(C1CC1)N1CCc2cc(Br)cc(S(=O)(=O)NCc3ccco3)c21	-1	-1	-3	-3	/	5	6	/	8
CN(C)S(=O)(=O)c1ccc(C(=O)N2CCC(c3nc4ccccc4o3)CC2)cc1	10	1	-7	5	-6	2	5	-5	11
Clc1cccc(Cl)c1COc1ccncc1	-23	13	-16	13	3	2	8	2	-4

4 compounds already listed, ordered by the value under PKA inh, highest first.
SMILES	FXIIa mix inh	CatL block	C1s block	CatS inh	ROCK2 blocker	FXIa inh mix	PKA inh	JNK3 blocker	Cathepsin G inh
CC(=O)NCCc1ccc(S(=O)(=O)Nc2cccnc2)cc1	0	-1	8	-1	7	2	10	-5	22
COCC(C)n1c(C)cc(C(=O)COC(=O)c2ccc(N3CCCC3=O)cc2)c1C (centres undefined)	2	16	-33	13	2	4	6	3	-5
CCn1c(SCc2nc3ccccc3s2)nc2cc(S(=O)(=O)N3CCOCC3)ccc21	4	5	-46	-4	4	-11	5	-5	4
CCOc1ccc2[nH]c(=O)c(CN(CCCO)C(C)=O)cc2c1	-4	/	-5	5	-4	-10	4	0	7

New compounds follow
SMILES	FXIIa mix inh	CatL block	C1s block	CatS inh	ROCK2 blocker	FXIa inh mix	PKA inh	JNK3 blocker	Cathepsin G inh
O=C1NCCN1C(=O)N(c1ccccc1)c1ccccc1	9	-1	0	-6	3	2	-1	-1	-2
O=C(c1ccco1)N1CCN(/C(=N/S(=O)(=O)c2cccs2)c2ccccc2Cl)CC1	9	6	-77	-5	4	-33	3	-1	-11
CCCCCn1c(SC(C)C(C)=O)nc2c1c(=O)[nH]c(=O)n2C (centres undefined)	0	-5	-21	0	3	1	7	-6	5
Cn1c(CC(=O)Nc2ccccc2)nnc1SCC(=O)c1ccccc1	9	-1	-41	13	12	6	3	-6	0
C/C(NC1CCCC1)=C(/C#N)C(N)=O	7	3	10	-8	10	4	3	32*	13
CCc1ccc2[nH]c(=O)c(C(c3nnnn3Cc3ccc(OC)cc3)N3CCOCC3)cc2c1 (centres undefined)	2	-12	-1	2	2	5	6	-12	-6
CN1CCN(c2ncnc3c2[nH]c2ccc(F)cc23)CC1	-18	-93	-22	1	-2	8	-5	-9	-2
N#Cc1c(N)c(C#N)c(-c2ccc(O)cc2)c2c1CCCC2	7	7	-17	-3	0	0	11	1	-4
O=C(CN1CCC(n2nnc3cc(F)ccc32)CC1)NC1CCCCC1	-39	-8	-9	-6	-5	3	-6	1	-15
COc1ccc2nc(NC(=O)CSC3=NCCS3)sc2c1	3	/	3	4	6	-2	5	0	12
Cc1cccc(C)c1NC(=O)CC(NCc1ccco1)C(=O)O (centres undefined)	2	9	-7	-9	7	1	8	-4	2
Cn1c(=O)c2[nH]c(NCC3CCCO3)nc2n(-c2ccccc2)c1=O (centres undefined)	-15	10	65*	18	6	7	7	4	5
CC(=O)OCC(=O)[C@@]1(O)[C@H](C)C[C@H]2[C@@H]3CCC4=CC(=O)C=C[C@]4(C)[C@@]3(F)[C@@H](O)C[C@@]21C	3	32	8	6	-11	3	-9	2	3
O=C1CSC(=Nc2cc(Cl)ccc2Cl)N1	-15	9	-49	9	0	1	7	-5	-13
CCC(NC(=O)c1ccccc1NC(=O)c1ccco1)C(=O)O (centres undefined)	-17	-5	3	4	-2	11	-7	2	1
CCN(CC)C(=O)N1CCN(S(=O)(=O)c2ccc(C)c(C)c2)CC1	2	/	2	2	8	-3	8	2	9
CC(Oc1ccc(C(=O)NC2CCCCC2)cc1)C(=O)O (centres undefined)	-23	8	5	11	0	2	4	-3	6
COC(=O)c1[nH]c2ccc(C)cc2c1NS(=O)(=O)c1ccc(F)c(C)c1	-11	-9	21	-11	9	-3	11	-2	0
Cc1sc2nc3n(c(=O)c2c1C)Cc1ccccc1-3	8	-27	-46	-6	-1	-6	2	-5	-10
O=C(c1cn[nH]c1)c1cc(F)ccc1O	4	/	0	-6	2	7	5	-2	-1
CC(=O)c1cccc(NC(=O)CN(Cc2ccccc2)S(C)(=O)=O)c1	5	-6	7	-2	8	-1	14	3	18
O=c1c2cnn(-c3ccccc3)c2ncn1Cc1cccnc1	8	14	-3	5	4	-4	0	0	5
CCC1CCCCN1CCCNC(=O)C1CCN(S(=O)(=O)N2CCCCC2)CC1 (centres undefined)	13	7	15	0	1	5	0	5	8
CCCCC(c1nnnn1CS(=O)(=O)c1ccc(C)cc1)N1CCN(c2ccccc2)CC1 (centres undefined)	6	6	15	6	4	7	2	7	14
Cn1c(-c2ccccc2)cc2c3no[n+]([O-])c3ccc21	9	-5	2	-2	-3	10	0	0	0
SMILES	FXIIa mix inh	CatL block	C1s block	CatS inh	ROCK2 blocker	FXIa inh mix	PKA inh	JNK3 blocker	Cathepsin G inh
Cc1ccc(OCC(=O)n2nc(C)cc2C)c(Br)c1	2	/	7	4	4	4	10	6	5
CCOC(=O)Nc1ccc2c(c1)nc(CN1CCOCC1)n2C	7	-2	2	1	8	6	0	-3	-2
CCOC(=O)c1c(CN2CCCCC2)n(C)c2cc(Br)c(OC)cc12	2	/	-37	-1	4	-20	2	-3	-1
CC(C)n1c(SCC(=O)NCc2ccco2)nc2c1c(=O)n(C)c(=O)n2C	4	-6	2	6	2	-4	10	-6	3
OC(COc1ccc2ccccc2c1Br)Cn1ccnc1 (centres undefined)	3	5	-2	-3	4	6	9	11	6
CCOc1ccc(/C(O)=C2/C(=O)C(=O)N(CCOCCO)C2c2cccnc2)cc1 (centres undefined)	10	1	-13	-4	1	9	-12	5	-1
CS(=O)(=O)N(CC(=O)Nc1ccc2c(c1)OCO2)Cc1ccccc1	4	6	5	14	2	5	-3	5	9
Cc1ccc(NC(=O)CS(=O)CC(=O)N(CC(=O)NC2CCCC2)c2cc(C)ccc2C)cc1 (centres undefined)	7	-16	0	0	11	9	4	-4	-1
CC1CCN(S(=O)(=O)c2cccc(C(=O)NCc3cccs3)c2)CC1	4	-1	23*	-6	-1	7	-4	-3	16
Cc1c(C#N)c2ccccc2n1CC(=O)O	4	21	10	3	3	2	12	2	9
CCOC(=O)CSc1nnc([C@H](CC(C)C)NC(=O)OC(C)(C)C)o1	2	5	14	6	-6	1	1	5	13
O=C(CSc1nnc(Cc2ccccc2)n1-c1ccc(F)cc1)N1CCOCC1	0	0	-11	10	8	-2	7	-7	2
CC1=CCC2C(=O)N(c3ccc(C)c(Br)c3)C(=O)C2C1 (centres undefined)	3	/	12	-5	1	6	-1	11	7
COC(=O)c1cn(C(=O)c2ccccc2F)nc1N	3	-13	5	-7	-2	9	0	0	1
CCCn1c(=S)[nH]c2cc(C(=O)N3CCCC(C(=O)OCC)C3)ccc2c1=O (centres undefined)	5	3	-4	-7	/	0	3	/	-1
CCN1C(=O)c2c(C)nc3ccccc3c2C1=O	24	-3	4	0	1	6	-2	-1	0
CCCCCNc1c(C(=O)OCC)c(=O)[nH]c2ccccc12	4	4	13	-1	1	6	-4	0	12
Cc1ccc2oc(=O)n(CC(=O)O)c2c1	3	10	-3	9	4	-1	5	5	9
O=c1cc(N2CCC3(CC2)OCCO3)[nH]c(=O)n1C1CCCCC1	0	20	-57	4	9	-2	15	3	1
COc1ccccc1NC(=O)c1cc(Cl)ccc1NC(=O)c1ccco1	1	/	-38	-2	/	-5	6	/	5
Cc1cc(C(=O)NCCN2CCCCC2C)n(-c2ccccc2)n1 (centres undefined)	3	43	-18	12	4	-1	-1	-5	-7
CC(C)(C)C(=O)CSc1nccc(=O)[nH]1	14	5	1	5	/	5	-1	/	-3
CC(C)N(Cc1ccccc1)C(=O)c1cnc2n(c1=O)CCS2	0	5	0	5	-6	3	-1	3	-1
Cc1cc2ncn(/N=C/c3cccnc3)c2cc1C	-26	-4	6	-5	3	10	-4	0	-2
O/N=C/c1cccn1-c1ccc(O)cc1	2	7	8	-3	5	4	4	9	8
SMILES	FXIIa mix inh	CatL block	C1s block	CatS inh	ROCK2 blocker	FXIa inh mix	PKA inh	JNK3 blocker	Cathepsin G inh
O=C(CCn1cccc1)NCc1ccc(Cl)cc1	3	-9	-6	15	4	2	11	3	4
CC(=O)N(c1ccccc1)c1c(F)c(F)c(F)c(F)c1F	4	6	-4	6	8	1	9	-3	2
Cc1ccc(S(=O)(=O)NC(=O)Nc2ccc(Cl)cn2)cc1	1	13	3	16	8	8	1	6	14
COc1ccc(OC)c(NC(=O)CN2C(=O)c3ccccc3S2(=O)=O)c1	-11	18	3	8	1	-3	3	1	12
CCOc1ccc2nc(NC(=O)C(CCSC)NS(=O)(=O)c3cccs3)sc2c1 (centres undefined)	-1	5	-51	-1	/	-1	5	/	-9
O=C(OC1CSc2nc3ccccc3n2C1)c1ccco1 (centres undefined)	6	5	-24	-13	11	-6	6	-4	1

Source: PubChem (several laboratories)
